# Assay outcomes deposited in PubChem BioAssay by National Center for Advancing Translational Sciences (NCATS).
# Tb PFK inh – qHTS Assay to Find Inhibitors of T. brucei phosphofructokinase; AID 485367, 2010; Potency, µM (doses to about 57.5 µM), without a hit: at the highest dose activity, negative = inhibition, most hits filed as inhibitors; hit rate 0.17% among 330,000; ATP-dependent 6-phosphofructokinase (Trypanosoma brucei brucei), O15648; T. brucei PFK, ADP-Glo luminescence;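 further: potency means the concentration at half of the fitted maximal effect; 0% = uninhibited 1x PFK enzyme wells and -100% = no-enzyme wells; nearly all actives have a fitted effect of over 60% in size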
#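 Compounds were pin-transferred as a titration series up to 57 uM into substrate buffer (0.5 mM F6P, 0.1 mM ATP, pH 8.0), then 1.25 nM PFK was added and reactions ran 45 min before ADP-Glo detection.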
# B2AR arrestin – qHTS assay of beta-arrestin-biased ligands of beta2-adrenergic receptor. AID 492947, 2010. Beta-2 adrenergic receptor (Homo sapiens), P07550. beta-arrestin recruitment to beta2AR, cell-based reporter. hit rate 0.02% among 330,000. Potency, µM (top dose mostly 46.1 µM), for inactives: at the highest dose activation, usual class: activators;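 further: potency means the concentration at half of the fitted maximal effect; 0% = DMSO controls and full agonism = EC100 isoproterenol or metaproterenol; nearly all actives have a fitted effect of over 65% in size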
# Target sequence (P07550 whole entry, looked up): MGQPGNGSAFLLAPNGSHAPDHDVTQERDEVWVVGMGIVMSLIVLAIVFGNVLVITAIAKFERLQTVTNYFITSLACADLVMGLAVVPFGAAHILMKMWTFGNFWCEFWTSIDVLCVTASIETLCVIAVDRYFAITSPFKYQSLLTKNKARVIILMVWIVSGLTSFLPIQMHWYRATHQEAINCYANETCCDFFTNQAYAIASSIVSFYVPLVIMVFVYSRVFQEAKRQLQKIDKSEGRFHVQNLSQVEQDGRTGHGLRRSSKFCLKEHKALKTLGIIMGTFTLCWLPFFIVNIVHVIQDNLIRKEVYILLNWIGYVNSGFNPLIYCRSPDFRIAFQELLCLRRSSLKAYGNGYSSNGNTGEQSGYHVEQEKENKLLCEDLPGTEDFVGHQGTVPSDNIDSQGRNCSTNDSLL
# ELG1 DNA repair – qHTS screen for small molecules that inhibit ELG1-dependent DNA repair in human embryonic kidney (HEK293T) cells expressing luciferase-tagged ELG1; Potency, µM (top dose mostly 46.1 µM), for the others: at the highest dose activity change, negative = inhibition, hits mostly inhibitors; HEK293T ELG1-luciferase reporter, luminescence, 16 h; DNA damage induced by 5-fluorouridine; hit rate 2.3% among 330,000; further: potency means the concentration at half of the fitted maximal effect; on the % scale 0 is the no-effect control and ±100 the full control effect; nearly all actives have a fitted effect of over 55% in size
#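 5-Fluorouridine DNA damage + compound/DMSO, 2,000 cells/well, 16 h, 37 °C/5% CO2. ONE-Glo, 30 min RT, luminescence. Readout = decrease in reporter signal.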
# PTAP TSG101 blk – qHTS Assay for Iinhibitors of HIV-1 Budding by Blocking the Interaction of PTAP/TSG101; Tumor susceptibility gene 101 protein (Homo sapiens), Q99816; Fluorescence polarization, FITC-PTAP peptide / Tsg101 binding; Potency, µM (titrated, usually from 115 µM), for inactives: at the highest dose activity change, negative = inhibition, most hits filed as inhibitors; 340,000 tested, under 10 active; AID 493005, 2010; active means well fitted inhibition curve with a large enough effect in the main read-out, with a control signal flat, not every such curve was filed as active; inconclusive means small, poorly fitted or top-dose-only effect, or effect the other way, or a change in a side signal; inactive means no such curve, though single readings can be large or run the other way; further: potency means the concentration at half of the fitted maximal effect; % of control where 0% means no effect
#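 Compounds were pin-transferred onto Tsg101 binding domain (10 uM final) in HEPES pH 7.5 buffer, then FITC-PTAP peptide was added at 50 nM final. After 20 min at RT, polarization reported peptide displacement across a qHTS concentration series.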
# TSHR antag – Antagonists of the Thyroid Stimulating Hormone Receptor: HTS campaign; Thyrotropin receptor (Homo sapiens), P16473; TSHR-expressing cells, TSH-stimulated cAMP HTRF, 2 h; hits give low values; activity change, negative = inhibition, % at 11.5 µM; hit rate 0.2% among 330,000; AID 504810, 2011;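 active means activity change below a set negative limit, meaning inhibition stronger than a set level, cut at about -70% in these data; inconclusive means activity change between two set negative limits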; further: on the % scale 0 is the no-effect control and ±100 the full control effect
#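 Freshly harvested TSHR cells receive pin-tooled compound, then EC80 TSH at 4nM final. After 2 hours at 37 deg C, antibody in lysis buffer and cAMP-d2 are added; 30 minutes at ambient temperature precede the HTRF read.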
# Mito fusion act – qHTS Assay for Small Molecule Inhibitors of Mitochondrial Division or Activators of Mitochondrial Fusion. hit rate 0.23% among 320,000. Potency, µM (highest dose often 46.1 µM), without a hit: top-dose growth rescue (activation), actives largely listed as activators. AID 485298, 2010. S. cerevisiae fusion-defective mutant growth rescue, CellTiterGlo 48 h;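 further: potency means the concentration at half of the fitted maximal effect; % of control where 0% means no effect; nearly all actives have a fitted effect of over 45% in size; temperature-sensitive fusion mutants such as fzo1-1 at 37 °C on non-fermentable ethanol glycerol medium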
#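 Yeast fusion mutant, YPEG (non-fermentable carbon), compound, 48 h at 37C non-permissive; CellTiterGlo added, 10 min RT, luminescence read. Rescued growth = division inhibition.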
# USP2a inh – qHTS Assay for Inhibitors of Ubiquitin-specific Protease USP2a Using CHOP2 as the Reporter; Ubiquitin carboxyl-terminal hydrolase 2 (Homo sapiens), O75604; AID 463254, 2010; USP2 core, Ub-CHOP2 coupled fluorogenic reporter, 485/531; hit rate 0.01% among 330,000; Potency, µM (series often up to 38.3 µM), inactives show at the top dose activity change, negative = inhibition, hits mostly inhibitors;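 further: potency means the concentration at half of the fitted maximal effect; plate controls were DMSO wells for no effect and full inhibition by NEM control for full effect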
#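 USP2 core (10nM final) preincubated 30min RT with compound in 20mM Tris-HCl pH 8.0, 2mM CaCl2, 2mM beta-mercaptoethanol, 0.05% CHAPS; 25nM Ub-CHOP2 plus 25nM reporter substrate added, fluorescence (Ex485/Em531) read after 60min.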
# TCR act – Activators of T cell receptors: qHTS campaign; primary human leukocytes, anti-CD3, IL-2 HTRF, 48 h; Potency, µM (top dose mostly 9.22 µM), inactives show at the highest dose activation of IL-2 secretion, actives largely listed as activators; 330,000 tested, under 10 active; AID 504894, 2011; further: % of control where 0% means no effect
#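 Primary human leukocytes incubated 48 hr with anti-CD3 beads plus compound, without co-stimulation. Secreted IL-2 measured by HTRF (europium cryptate/d2 anti-IL-2 pair, 320 nm excitation, 665 nm emission).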
# uPA surface inh – qHTS for Inhibitors of Cell Surface uPA Generation; hit rate 0.31% among 330,000; cell surface uPA generation assay, qHTS; AID 540303, 2011; Potency, µM (top dose mostly 38.3 µM), for inactives: at the top dose activity change, negative = inhibition, usual class: inhibitors; active means well fitted inhibition curve with a large enough effect; inconclusive means small, poorly fitted or top-dose-only effect; inactive means no such curve, though single readings can be large or run the other way; tested in mouse RAW 264.7 cells; further: potency means the concentration at half of the fitted maximal effect; on the % scale 0 is the no-effect control and ±100 the full control effect; nearly all actives have a fitted effect of over 55% in size
# Eya2 phos inh – qHTS Assay for Inhibitors of the Phosphatase Activity of Eya2 | recombinant Eya2, OMFP fluorescence dephosphorylation (OMFP is methylfluorescein phosphate) | Potency, µM (series often up to 76.9 µM), without a hit: at the highest dose activity, negative = inhibition, usual class: inhibitors | hit rate 0.006% among 330,000 | AID 488837, 2010; further: potency means the concentration at half of the fitted maximal effect; on the % scale 0 is the no-effect control and ±100 the full control effect
# Target sequence (O00167 whole entry, looked up): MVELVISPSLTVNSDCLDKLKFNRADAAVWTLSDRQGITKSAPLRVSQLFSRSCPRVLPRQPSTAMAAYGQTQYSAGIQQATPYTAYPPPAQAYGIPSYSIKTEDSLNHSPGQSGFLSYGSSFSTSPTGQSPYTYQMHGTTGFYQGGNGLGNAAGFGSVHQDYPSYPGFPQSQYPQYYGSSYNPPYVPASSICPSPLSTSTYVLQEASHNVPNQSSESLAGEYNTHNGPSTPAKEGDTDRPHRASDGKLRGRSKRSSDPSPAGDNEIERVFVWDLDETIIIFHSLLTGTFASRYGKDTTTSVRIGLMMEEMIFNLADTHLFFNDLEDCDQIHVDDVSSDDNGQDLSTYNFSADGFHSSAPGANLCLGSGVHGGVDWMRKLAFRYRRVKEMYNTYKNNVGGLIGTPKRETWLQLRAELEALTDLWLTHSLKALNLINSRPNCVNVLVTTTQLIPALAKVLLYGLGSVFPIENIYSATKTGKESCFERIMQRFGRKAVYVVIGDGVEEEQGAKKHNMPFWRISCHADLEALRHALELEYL
#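 Eya2 protein (added as 0.2 uM solution) was preincubated with compound for 10 min at ambient temperature in 50 mM HEPES pH 7.5, 50 mM NaCl, 5 uM MgCl2, 0.05% BSA, 1 mM DTT. OMFP (added at 50 uM) then reacted 10 min; fluorescence read at 485/525 nm.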
# BCR signal inh – qHTS Assay to Find Inhibitors of Chronic Active B-Cell Receptor Signaling. Potency, µM (top dose mostly 46.1 µM), for inactives: top-dose ratio change, negative = lower green/red ratio, most hits filed as inhibitors. ABC-DLBCL IkBa-CBG/CBR reporter, luminescence ratio, 4 h. hit rate 0.05% among 340,000; active means well fitted inhibition curve with a large enough effect in the signal ratio, with a control signal flat, not every such curve was filed as active; inconclusive means small, poorly fitted or top-dose-only effect, or effect the other way, or a change in a side signal; the % refers to the signal ratio;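 further: potency means the concentration at half of the fitted maximal effect; plate controls were basal doxycycline-induced cells for no effect and cells given 10 µM MG132 for full effect; MG132 reads +100%, hits lower the ratio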
#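 Cell line TMD8 (human ABC DLBCL), stably expressing tet-inducible CBG68-IkBa fusion and CBR; IMDM/0.5% FBS; cpd up to 46 uM; dox induction, 4 h, 37C/5% CO2; dual luminescence; green/red ratio; MG132 control.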
# Numbers without * were called inactive; ? = inconclusive; . = not tested or not shown; [ ] = dose if it differs, or a comment. Unless noted, the call rests on the fitted dose curve; in most records, active means well fitted curve in the direction sought with a large enough effect; inconclusive means small, poorly fitted or top-dose-only effect, or another doubt; inactive means no such curve, though single readings can be large; an effect the other way counts as inactive or inconclusive. Compounds as they come (roughly 3% active in at least one column).
Structure | ELG1 DNA repair | BCR signal inh | USP2a inh | uPA surface inh | Eya2 phos inh | B2AR arrestin | Mito fusion act | Tb PFK inh | PTAP TSG101 blk | TSHR antag | TCR act
CCC1C(=O)NCCN1C(=O)c1ccc2nc(Cc3cccc(Cl)c3)oc2c1 (configuration not stated) | ? | -2% | -1% | 1% | 5% | -1.0% | 1% | -17% | -1% | 11 | -3%
CC(C)[C@H](NC(=O)c1cccc(S(=O)(=O)N2CCOCC2)c1)C(=O)Nc1nc2ccccc2s1 | ? | 0% | -1% | -3% | 2% | 0.4% | -5% | 8% | 0% | -11 | 4%
O=C(C1CCOCC1)N1CCC(CO)(CCc2ccccc2)CC1 | 0% | 0% | 3% | 2% | 13% | -0.1% | -1% | -2% | -4% | -2 | -1%
COc1ccc(CNS(=O)(=O)c2ccc(-c3ccc(=O)[nH]n3)s2)cc1OC | -3% | 2% | -1% | -2% | -5% | 0.1% | 1% | 0% | -1% | 10 | 1%
CSc1ccc(-c2nc(CSCC(=O)NCCCN3CCCC3=O)c(C)o2)cc1 | 10% | ? | 1% | -9% | -8% | 0.3% | . | 1% | 1% | -10 | 1%
CCn1c(CNC(=O)c2cc(OC)c(OC)c(OC)c2)cc2ccccc21 | -18% | -8% | 2% | -2% | -4% | 3.3% | 1% | -2% | -3% | 5 | -4%
O=C(N/N=C/c1cc(Br)cc([N+](=O)[O-])c1O)c1ccc(NC(=O)c2ccc(F)cc2)cc1 | 13µM* | 8% | 3% | 0% | 2% | -0.3% | 12% | -1% | -13% | -9 | 1%
CC(=O)c1c(C)n(CC(=O)NCc2ccc3c(c2)OCO3)c2ccccc12 | ? | 4% | -1% | -13% | -5% | -0.2% | -2% | -2% | -3% | -1 | 9%
C=CCOc1cccc(C2C(C(=O)c3ccco3)=C(O)C(=O)N2CCN(CC)CC)c1 (configuration not stated) | 12% | 0% | ? | 0% | 4% | -0.1% | -2% | 3% | 0% | 10 | -19%
Cc1ccc(C)n1-n1cnc2sc3c(c2c1=O)CCCCC3 | 12% | 3% | 1% | -2% | -3% | -0.3% | 9% | 1% | -2% | 3 | 1%
COc1ccc(OCCN(C)CC(=O)Nc2ccccc2SC)cc1 | ? | 3% | -5% | . | -9% | -0.2% | -1% | -2% | -3% | 10 | 1%
O=C(O)CN1C(=O)c2ccc(Oc3ccc([N+](=O)[O-])cc3)cc2C1=O | 0% | 8% | 2% | 0% | -5% | -0.8% | 2% | 2% | -3% | -15 | .
CCCC(c1nnnn1C(C)(C)C)N1CCN(C(=O)c2ccco2)CC1 (configuration not stated) | -13% | -1% | 1% | 2% | 0% | 0.0% | -6% | -7% | 0% | 10 | 7%
NS(=O)(=O)c1ccc(NC(=O)CCC(=O)c2ccc(Cl)s2)cc1 | ? | ? | 1% | 3% | 0% | -0.3% | 5% | -9% | -5% | 15 | 7%
COc1ccccc1N1CCN(C(=O)CSc2nc(-c3ccco3)cc(C(F)(F)F)n2)CC1 | ? | 2% | -5% | -9% | -16% | -1.5% | 3% | -1% | -8% | -4 | 3%
CCNC(=O)/C(C#N)=C/c1c(N2CC(C)OC(C)C2)nc2ccccn2c1=O (configuration not stated) | -11% | 3% | 0% | -3% | -3% | -0.7% | 0% | -3% | 1% | 2 | 15%[46.1 µM]
Cc1cc(C)cc(OCC(O)CN2CCN(C(=O)c3ccco3)CC2)c1 (configuration not stated) | 11% | ? | -1% | -6% | 1% | -0.4% | 5% | 7% | -5% | 3 | -4%
CCOC(=O)C1(CCc2ccccc2)CCN(Cc2ccn[nH]2)CC1 | 19% | 11% | -2% | -3% | -6% | 0.2% | -4% | 0% | -5% | 3 | 1%
COc1ccc(S(=O)(=O)NCC2CCCN(Cc3ccc(OC)cc3F)C2)cc1 (configuration not stated) | 9% | 3% | 4% | -5% | 2% | 0.0% | -3% | 1% | 1% | 6 | 0%
CCOC(=O)/C=c1\s/c(=C\c2c(OCC)ccc3ccccc23)c(=O)n1CC(=O)NCC1CCCO1 (configuration not stated) | ? | -9% | 0% | -7% | 6% | 0.4% | 8% | 2% | 1% | 3 | -4%
CC(C)[C@H](NC(=O)OC(C)(C)C)C(=O)N/N=C/c1ccc2nccnc2c1 | -2% | -22% | 4% | -8% | -3% | -0.9% | 2% | 0% | -6% | 2 | -4%
CC(=O)NC1=NN(C(C)=O)C2(CCCC2)S1 | ? | -2% | -1% | 3% | -10% | -0.1% | 0% | -1% | 0% | 19 | 1%
N#CCSc1nnc(-c2ccccc2O)n1Cc1ccccc1 | 12% | 7% | -1% | 3% | -2% | 0.0% | 1% | -5% | -3% | 9 | .
CCCn1c2ccccc2c2cc(C(=O)O)ccc21 | 8% | ? | -2% | 12% | 17% | 0.2% | 11% | 5% | -5% | 5 | -2%
Cc1ccccc1Cn1c(=O)n(CCC(=O)NCc2ccc3c(c2)OCO3)c(=O)c2ccccc21 | -5% | ? | 7% | 4% | -1% | 0.2% | 0% | 1% | -3% | -5 | 2%
O=C(COC(=O)c1ccco1)NCc1ccc2c(c1)OCO2 | 3% | ? | 0% | 2% | 4% | 0.5% | 2% | 0% | -2% | -7 | -2%
N/C(=N\OC(=O)c1ccc2c(c1)OCO2)c1cccc(Br)c1 | ? | ? | 1% | 6% | -12% | -0.2% | 13% | -5% | -2% | -3 | 1%
O=C(NNc1cc(N2CCCC2)nc(N2CCCC2)n1)c1ccc([N+](=O)[O-])cc1 | ? | -1% | 0% | 5% | 5% | -0.2% | -12% | -4% | -1% | 14 | 4%
CCN(C[C@H]1N[C@@](C)(C(=O)OC)[C@H]2C(=O)N(C)C(=O)[C@@H]12)S(=O)(=O)c1ccc(OC)cc1 | 0% | 0% | 0% | -7% | -30% | -0.1% | . | 7% | -1% | -12 | 11%
Cn1c(SCC(=O)c2cc(Cl)c(Cl)s2)nnc1-c1ccco1 | -2% | 6% | -1% | 0% | -14% | 2.5% | 2% | -8% | 0% | -3 | -3%
Cc1ccc(NC(=O)N(C)c2ccccc2)cc1 | ? | ? | 0% | 3% | 0% | -1.1% | 1% | 0% | -4% | 2 | -3%
COc1ccccc1NC(=O)CN1C(=O)COc2ccc(S(=O)(=O)N3CCOCC3)cc21 | 3% | 0% | 1% | 2% | 6% | 0.5% | -11% | 8% | 0% | -6 | -8%
O=C(Cc1ccc(Br)cc1)Nc1ccccc1Sc1ccccc1 | -3% | 4% | 1% | 11% | -38% | 0.4% | 2% | 0%[0.46 µM] | 2% | -12 | -5%
CC(CCc1ccco1)NC(=O)c1cc2c(-c3ccccc3F)nn(C)c2s1 (configuration not stated) | 16µM* | ? | -15% | ? | -14% | 0.5% | 9% | -15% | -5% | -7 | -15%
COC(=O)[C@@H](NC(=O)Nc1cccc(Br)c1)C(C)C | 24% | -1% | -5% | -2% | -4% | -0.9% | -3% | 1% | -13% | -1 | 5%[46.1 µM]
O=C(Nc1ccc(Oc2ccccc2)nc1)C1CCCCN1Cc1ccc(OCCO)cc1 (configuration not stated) | -8% | 7% | -1% | 7% | -29% | 3.5% | 2% | -9% | -8% | -11 | 4%
